STAT1 blocker: STAT1 signaling inhibitors, primary screen, cell-based, HTS, luciferase reporter; NIH 3T3 STAT1-luciferase reporter, IFN-gamma, luminescence; inhibition, % at 5.5 µM; actives 0.35% (n = 200,000);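 active means inhibition above a set limit, the mean inhibition across all tested compounds plus 3 SD, cut at about 34% in these data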;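 further: 0% = IFN-gamma with DMSO and 100% = IFN-gamma with 300 µM nifuroxazide; values of inactives mirror those of a sister screen read the other way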
FLuc inh counter: firefly luciferase enzyme inhibitors, primary screen, artefact control for luciferase-based inhibitor screens, biochemical, luminescence, ATPLite; Luciferin 4-monooxygenase (Photinus pyralis), P08659; 10 min; inhibition, % at 10 µM; actives 1.5% (n = 200,000);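 active means inhibition above about 50% when tested at 10 µM, limit read from the data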
Target sequence (P08659 whole entry, looked up): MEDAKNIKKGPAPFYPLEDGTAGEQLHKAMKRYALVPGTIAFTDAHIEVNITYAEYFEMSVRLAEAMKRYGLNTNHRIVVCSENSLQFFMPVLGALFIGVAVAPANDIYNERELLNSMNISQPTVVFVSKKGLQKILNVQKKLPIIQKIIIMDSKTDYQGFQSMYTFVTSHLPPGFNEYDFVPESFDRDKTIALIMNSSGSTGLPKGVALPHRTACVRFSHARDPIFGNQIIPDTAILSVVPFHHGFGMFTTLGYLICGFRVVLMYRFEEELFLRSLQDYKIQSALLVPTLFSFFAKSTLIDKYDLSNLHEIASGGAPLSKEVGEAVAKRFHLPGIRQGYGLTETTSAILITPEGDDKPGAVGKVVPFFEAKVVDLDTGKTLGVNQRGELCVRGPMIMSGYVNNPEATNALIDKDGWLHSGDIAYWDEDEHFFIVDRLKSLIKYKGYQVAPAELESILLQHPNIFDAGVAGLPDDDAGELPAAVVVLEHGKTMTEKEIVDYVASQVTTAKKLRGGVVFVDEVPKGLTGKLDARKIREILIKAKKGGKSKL
RAM network inh: inhibitors of the yeast RAM network, primary screen, dse1pr::URA3 reporter, 5-FOA selection. S. cerevisiae dse1pr::URA3 reporter, 5-FOA growth OD615, 2 d; analog-sensitive cbk1-as2 kinase mutant strain. inhibition, % at 50 µM. actives 1.8% (n = 190,000);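 active means inhibition above a set limit, 3 SD over mean compound inhibition, cut at about 8.4% in these data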;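 further: 0% = DMSO-only wells with no growth and 100% = 10 µM 1-NA-PP1 full growth; inhibition rescues growth on 5-FOA so higher OD means more RAM inhibition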
STAT3 inh: IL-6 driven STAT3 reporter inhibitors, primary screen, U3A cells, luciferase, luminescence, MLSCN library; IL-6 STAT3-luciferase reporter; host cell line lacks STAT1; inhibition, % at 5.5 µM; AID 862, 2007; actives 0.89% (n = 190,000);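 active means inhibition above the mean inhibition across all screened compounds plus 3 SD, cut at about 44% in these data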;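 further: 0% = DMSO only wells and 100% = 100 µM nifuroxazide control wells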
STAT3 act: IL-6 driven STAT3 reporter potentiators, primary screen, U3A cells, luciferase, luminescence, MLSCN library; IL-6 STAT3-luciferase reporter; 100% = signal with IL-6 EC80 alone; activation (% of control), % at 5.6 µM; actives 0.91% (n = 190,000);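 active means activation above the screen-wide mean of compound activation plus 3 SD, cut at about 130% in these data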;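 further: 0% = background luminescence of wells with medium and substrate only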
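Test system: STAT3-luciferase reporter U3A cells; Detection: reporter luminescence signal; Times: 1 h compound pre-exposure, 6 h IL-6 stimulation, 37 °C; Benchmarks: IL-6-only high control; Also added: IL-6 stimulus at 33 ng/mL final.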
NF-kB expr up: activators of NF-kB expression in neurons, primary screen, cell-based, HTS. human neuronal cells, NF-kB reporter expression; active compounds read high. fold change at 12.5 µM. actives 1.6% (n = 190,000); in the data active means fold change above about 3.3
Hsp70 activator: Hsp70 transcriptional activators, primary screen, cell-based, HeLa, Hsp70 promoter luciferase, luminescence, 10 µM. HeLa Hsp70 promoter luciferase reporter; scaled: vehicle 0, proteasome-inhibitor control 100%. activation, % at 10 µM. actives 0.04% (n = 200,000);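 active means activation above the mean across all tested compounds plus 3 SD, cutoff set per campaign, cut at about 5.5% in these data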;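 further: 100% = MG132 at 30 µM as the positive control and 0% = DMSO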
APP 5UTR inh: inhibitors of APP translation via 5'UTR reporter, primary screen, APP 5'UTR luciferase, SH-SY5Y cells; SH-SY5Y APP 5'UTR-luciferase reporter, luminescence; inhibition, % at 2 µM; actives 0.82% (n = 190,000); AID 1285, 2008;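 active means inhibition above a set limit, derived from the sample mean plus 3 SD, cut at about 45% in these data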; further: values of inactives mirror those of a sister screen read the other way
APP 5'UTR act: activators of APP 5'UTR luciferase reporter, primary screen, SH-SY5Y cells. SH-SY5Y APP 5'UTR luciferase reporter, luminescence; zero percent = DMSO vehicle wells. activation, % at 2 µM. actives 1% (n = 190,000). AID 1276, 2008;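 active means activation above a set limit, based on mean plus 3 SD of controls, cut at about 140% in these data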; further: values of inactives mirror those of a sister screen read the other way
STAT1 act: STAT1 signaling activators, primary screen, cell-based, HTS, luciferase reporter; AID 932, 2007; actives 2.6% (n = 200,000); activation (% of control), % at 5.5 µM; NIH 3T3 STAT1-luciferase reporter, IFN-gamma, luminescence; 100% = IFN-gamma alone, no compound;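 active means activation above the screen-wide mean activation plus 3 SD, cut at about 130% in these data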;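 further: raw ratio to IFN-gamma control signal so 100% means no change and 0% no light; values of inactives mirror those of a sister screen read the other way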
* = called active by the depositor; / = no result given.

SMILES	STAT1 blocker	FLuc inh counter	RAM network inh	STAT3 inh	STAT3 act	NF-kB expr up	Hsp70 activator	APP 5UTR inh	APP 5'UTR act	STAT1 act
Cc1ccc(C)c(Cn2nnc3c(=O)[nH]c(C(=O)NCC4CCCO4)nc32)c1 (configuration not stated)	1	-5	2.5	-12	112	1.1	0.2	2	-2	99
CCOc1ccc(C(C)(C)C)cc1S(=O)(=O)N1CCOCC1	9	-1	2.8	2	102	1	-0.4	5	-5	91
O=C(C1CC1)n1cc(C(=S)N2CCOCC2)c2ccccc21	-4	-6	-1.6	-3	107	1.1	-0.3	2	-2	103
Cc1cc(SCC(=O)Nc2ccccc2C)nc(C)n1	12	-8	0.3	3	101	1.2	-0.2	-14	14	89
O=C(c1ccccc1[N+](=O)[O-])N1CC2C3C=CC(C3)C2C1 (configuration not stated)	7	-6	3.0	-2	104	1.2	-0.1	-2	3	92
COc1cccc(CN(C)Cc2nc(Cc3ccccc3Cl)no2)c1	4	-7	-0.5	9	96	1.2	-0.3	-26	26	95
CCOc1ccc(NC(=O)CCC(=O)NNS(=O)(=O)c2ccccc2[N+](=O)[O-])cc1	4	-4	2.9	-1	104	1	-0.2	-20	20	94
O=C(O)C1CSC2(c3ccc(F)cc3)CCC(=O)N12 (configuration not stated)	0	1	2.2	-16	116	1.9	-0.1	17	-17	100
Cc1cccc(NC(=O)c2ccc(S(=O)(=O)N(C)C)cc2)c1	0	9	-0.6	3	105	1.3	0.1	-15	15	100
CCOCCCNC(=O)c1ccc(Cn2c(=O)[nH]c3ccsc3c2=O)cc1	0	-4	-0.4	-1	102	0.97	-0.1	-18	18	100
CCN=C1NN=C(c2cc(C)n(CCc3ccccc3)c2C)CS1	-9	-4	-0.6	-4	104	0.93	0.1	6	-6	108
Clc1nssc1=Nc1ccccc1	4	4	-1.6	-26	124	1	0.0	2	-2	95
CC(NC(=O)CCN1C(=O)c2ccccc2C1=O)c1ccc2c(c1)CCCC2 (configuration not stated)	7	-6	3.1	13	88	1.2	-0.2	10	-10	95
CCOC(=O)Cc1nnc(NC(=O)c2ccco2)s1	-17	-2	-0.1	1	103	1.1	-0.6	-3	3	116
COc1ccccc1/C=N/NC(=O)Cn1cnc([N+](=O)[O-])n1	-11	3	0.0	8	104	1	-0.1	6	-6	109
Cc1nn2c3ccccc3n(C)c2nc1=O	4	-9	0.4	-1	104	1.3	0.9	0	0	96
COc1ccc(OCCCn2c(=O)oc3ccccc32)cc1	-5	2	-1.3	14	91	1.4	-0.3	-34	34	99
COc1ccccc1NC(=O)N(CCN(C)C)Cc1cc2cc(C)ccc2[nH]c1=O	5	-3	0.2	6	97	1.1	-0.4	2	-2	95
O=C(Cn1c(=O)oc2cc(S(=O)(=O)N3CCCC3)ccc21)N1CCN(c2ccccc2)CC1	8	-5	0.3	1	106	0.68	-0.3	-14	14	93
O=C(NC1CCCC1)C(c1cccnc1)N(C(=O)c1csnn1)C1CCCC1 (configuration not stated)	1	-8	-0.4	3	100	1.5	0.0	31	-31	99
NC(=O)NC(=O)COC(=O)[C@H](Cc1ccccc1)NC(=O)c1cccs1	-3	2	1.9	7	96	1.3	0.8	4	-4	102
CCOC(=O)c1sc(N)c(C(=O)Nc2ccccc2OC)c1C	-3	-3	3.6	23	86	0.99	-0.2	47*	-47	102
CC(C)CCn1nc(C(=O)Nc2nc3c(s2)CCCC3)c2ccccc2c1=O	7	-9	1.6	7	92	0.39	0.0	7	-7	94
Cc1ccc2c(c1)S/C(=C/c1ccc[n+](CCO)c1)N2C	6	1	2.5	10	100	0.75	-0.1	9	-9	93
COc1ccc(Oc2nnnn2-c2ccccc2)cc1	-7	-4	0.0	10	94	2.1	-0.2	-3	3	106
Clc1ccc(/C=C\c2nccc3c2[nH]c2ccccc23)cc1	-4	12	1.7	-59	148*	1.4	0.3	4	-5	103
Cc1ccc(N=Nc2c(N)nn(-c3ccccc3)c2N)cc1	-62	26	3.2	-3	105	6*	0.1	-24	24	155*
COc1ccccc1N1CCN(C(c2cccs2)C(C)NC(=O)c2cccs2)CC1 (configuration not stated)	1	-1	1.1	12	91	0.66	-0.2	4	-4	99
COC(=O)CN(C#N)c1nc(NC(C)C)nc(NC(C)C)n1	1	-1	0.6	-3	106	0.93	0.0	2	-2	98
C=CC(=O)N=c1sc2ccccc2n1-c1ccccc1	5	-7	-0.1	2	100	0.68	-0.2	39	-39	96
NS(=O)(=O)c1ccc(NN=C2CCCCC2)c([N+](=O)[O-])c1	1	-3	1.3	6	93	1.2	-0.4	-10	10	99
Cc1cccc(NC(=O)c2ccccc2-c2ccccc2)c1	-9	-6	-0.1	15	91	1	-0.5	-16	17	105
Cc1noc(C)c1COC(=O)COc1cccc2c1OC(C)(C)C2	6	-6	1.2	4	101	1.2	-0.4	-6	6	94
CCC(C)(C(=O)NC1CCCCC1)N(Cc1ccco1)C(=O)c1ccc2c(c1)OCO2 (configuration not stated)	5	-2	0.2	7	98	0.8	-0.2	-10	10	96
Cc1ccc(S(=O)(=O)N2CCCC(C(=O)N3CCCc4ccccc43)C2)cc1 (configuration not stated)	0	-7	1.3	15	97	0.58	0.5	-2	2	100
COc1cc(C)c(NC(=O)C(=S)NCCc2ccccc2)cc1C	14	-3	1.2	20	86	1.1	-0.4	-12	12	85

Entries of single compounds, quoted from the list. Order of values: STAT1 blocker	FLuc inh counter	RAM network inh	STAT3 inh	STAT3 act	NF-kB expr up	Hsp70 activator	APP 5UTR inh	APP 5'UTR act	STAT1 act
Cc1cccc(NC(=O)c2ccccc2-c2ccccc2)c1 across the screens: -9	-6	-0.1	15	91	1	-0.5	-16	17	105
COc1ccc(Oc2nnnn2-c2ccccc2)cc1 across the screens: -7	-4	0.0	10	94	2.1	-0.2	-3	3	106
NS(=O)(=O)c1ccc(NN=C2CCCCC2)c([N+](=O)[O-])c1 across the screens: 1	-3	1.3	6	93	1.2	-0.4	-10	10	99
Cc1ccc(N=Nc2c(N)nn(-c3ccccc3)c2N)cc1 across the screens: -62	26	3.2	-3	105	6*	0.1	-24	24	155*
COC(=O)CN(C#N)c1nc(NC(C)C)nc(NC(C)C)n1 across the screens: 1	-1	0.6	-3	106	0.93	0.0	2	-2	98

Next part
SMILES	STAT1 blocker	FLuc inh counter	RAM network inh	STAT3 inh	STAT3 act	NF-kB expr up	Hsp70 activator	APP 5UTR inh	APP 5'UTR act	STAT1 act
O=C(COC(=O)c1cc[n+]([O-])cc1)Nc1ccccc1Cl	-7	-5	2.8	10	96	1.1	0.1	13	-13	105
Cc1ccc(CSc2nnc3ccc(-c4ccncc4)nn23)cc1	8	3	3.5	14	92	1.2	-0.1	4	-4	93
C/C(=N\NC(=O)c1ccc(-c2ccccc2)cc1)C1C(=O)c2ccccc2C1=O	17	-8	2.8	16	89	0.9	0.0	10	-10	83
O=c1oc2cc(O)ccc2c2ccccc12	0	-1	0.5	23	81	0.94	-0.3	11	-11	104
c1coc(C2Nc3ccccc3-c3nc4ccccc4n32)c1 (configuration not stated)	-22	7	0.7	3	101	0.93	0.2	-31	31	122
CCc1ccc(C(=O)NCC2COc3ccccc3O2)o1 (configuration not stated)	-5	-4	1.9	-2	107	1.8	-0.1	-25	25	104
COc1ccc(C(=O)N(CC2CCCO2)C(C(=O)NC2CCCC2)c2ccc(Cl)cc2)cc1OC (configuration not stated)	1	-5	0.3	-2	107	0.93	0.2	4	-4	99
CCc1nnc2sc(-c3ccc(NC(=O)CSc4ccc(Cl)cc4)cc3)nn12	0	/	/	0	103	/	-0.1	2	-2	100
CCOC(=O)N1CCC(C(=O)Nc2ccc(OCC)cc2)CC1	-5	-8	1.1	-11	109	1.2	0.1	-16	16	106
Cc1ccc(S(=O)(=O)N(C)c2cc(S(=O)(=O)Nc3ccncc3)c(C)cc2C)cc1	-1	-10	1.6	0	98	0.88	-0.5	9	-9	101
c1ccc(CN2CCN(c3nc(-c4ccccc4)nc4ccccc34)CC2)cc1	9	-2	0.9	-5	105	0.92	-0.2	31	-31	92
CN(C)c1ccc(C(c2nnnn2C2CCCCC2)N2CCN(C(=O)c3ccco3)CC2)cc1 (configuration not stated)	4	/	/	-12	114	/	0.0	0	0	96
CC1Cc2ccccc2N1C(=O)c1ccc2snnc2c1 (configuration not stated)	5	-4	1.1	-2	104	1	0.0	-13	13	96
CCOC(=O)/C(C#N)=C1\CC2CCC1(C)C2(C)C (configuration not stated)	-6	0	-0.5	7	99	1	-0.1	11	-11	104
N#Cc1ccc(OCC(=O)OCC(=O)Nc2cc(C(F)(F)F)ccc2N2CCOCC2)cc1	-5	2	1.0	4	99	1	-0.3	2	-2	105
CCn1cc(Cl)c(C(=O)Nc2cc(C(=O)OC)cc(C(=O)OC)c2)n1	8	0	3.2	15	91	1.4	0.4	-2	2	91
N#C/C(=C\c1ccc(Cl)cc1)c1nc2ncccc2[nH]1	-24	33	0.4	-8	111	1.9	-0.2	-16	16	122
COc1ccc(NC(=O)c2cc3nc(-c4ccccc4)cc(C)n3n2)cc1OC	9	-5	5.2	18	89	0.43	-0.3	1	-1	92
CCC(C)OC(=O)c1cc(C)nc2c(Br)cc(Br)cc12 (configuration not stated)	7	-8	5.5	5	98	1.2	-0.2	3	-3	94
CCc1nc(SCc2cccnc2)[nH]c(=O)c1C	12	-9	1.0	9	98	1	-0.2	8	-8	89
O=C1Nc2ncccc2OC1CCCl (configuration not stated)	6	-8	1.5	6	98	0.86	-0.2	-6	6	95
COc1ccc(Br)cc1CN1CCN(C(=O)c2ccc(F)cc2)CC1	9	-8	1.4	-4	107	0.94	0.0	-28	28	91
O=C(CCC1CCCCC1)Nc1ccccc1O	3	9	-0.4	12	93	6.4*	0.1	-61	61	97
Cc1cc(NC(=O)c2cccc(S(=O)(=O)N(C)C)c2)n(-c2ccccn2)n1	1	0	1.7	8	93	0.36	-0.3	20	-20	99
Cc1nnc(SCc2cccs2)[nH]c1=O	-4	1	0.0	-2	104	1	-0.4	3	-3	104
CCn1c(C)c(C(C)=O)c(N2CCN(C(=O)c3ccco3)CC2)nc1=S	-2	-2	-0.1	-2	105	0.99	0.2	-17	17	102
CC(C)C(NC(=O)CN1C(=O)c2ccccc2S1(=O)=O)C(C)C	-6	-2	1.9	-2	106	1	-0.2	-2	2	105
CC(C)c1ccc2[nH]c(O)c(N=NC(=O)c3cccc(S(=O)(=O)N4CCCCC4)c3)c2c1	8	-5	0.9	26	80	0.33	-0.3	-1	1	93
CC(OC(=O)c1ccccc1Br)C(=O)Nc1nc(-c2cccc([N+](=O)[O-])c2)cs1 (configuration not stated)	-2	-8	6.0	-8	103	1.1	-0.3	-1	1	102
CCOC(=O)c1c(C)n(C)c2ccc(O)c(CN(C)C)c12	0	3	-0.8	5	104	1.2	0.2	5	-5	100

High-throughput results as filed in PubChem BioAssay.
